TRb SRC2 PPI = disrupts binding of human TR beta to SRC2. TRbeta-SRC2 peptide binding, fluorescence polarization; receptor liganded with 1 µM T3. actives 0.065% (n = 280,000). Potency, µM (series often up to 106 µM), without a hit: at the highest dose activity change, negative = inhibition, usual class: inhibitors. P10828;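 note: potency is the fitted concentration of half-maximal effect; plate controls were bound peptide for no effect and peptide without receptor for full effect; nearly all actives have a fitted effect of over 50% in size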
Target sequence (P10828 whole entry, looked up): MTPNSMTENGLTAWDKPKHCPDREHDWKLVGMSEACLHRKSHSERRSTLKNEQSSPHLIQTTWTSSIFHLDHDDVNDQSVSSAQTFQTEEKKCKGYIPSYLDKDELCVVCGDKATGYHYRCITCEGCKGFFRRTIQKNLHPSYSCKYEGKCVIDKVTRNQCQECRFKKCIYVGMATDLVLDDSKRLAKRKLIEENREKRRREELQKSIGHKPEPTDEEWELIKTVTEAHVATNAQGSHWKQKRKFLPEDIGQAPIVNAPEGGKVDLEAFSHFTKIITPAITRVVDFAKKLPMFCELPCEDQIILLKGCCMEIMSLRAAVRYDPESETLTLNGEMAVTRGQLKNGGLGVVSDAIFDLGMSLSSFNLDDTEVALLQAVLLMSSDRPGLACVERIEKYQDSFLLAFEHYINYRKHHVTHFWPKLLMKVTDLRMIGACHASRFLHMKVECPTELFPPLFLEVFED
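Fluorescence polarization of 20 nM Texas Red SRC2 peptide (20-aa NR interaction domain) bound to 0.6 uM human TRb ligand-binding domain, with 1 uM T3, after 5 hr at ambient temperature; inhibition seen as decreased polarization.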
CBFb-RUNX1 inh = CBF-beta/RUNX1 interaction disruption; Q01196+Q13951; AlphaScreen CBFb-His/RUNX1-biotin binding, biochemical; Potency, µM (series often up to 59.8 µM), without a hit: at the highest dose activity, negative = inhibition, hits mostly inhibitors; 230,000 tested, under 10 active; AID 1477; note: % of control where 0% means no effect
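CBFb-His/RUNX1-biotin, 30 nM each, preincubated 20 min RT; compound 15 min RT; Ni + streptavidin beads 50 ng each, 90 min RT; AlphaScreen read.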
Epigenetic derep = epigenetic control regulation, reporter derepression; murine LDR cells, GFP reporter derepression, 30 h; Potency, µM (highest dose often 53.9 µM), for the others: at the top dose GFP activation, hits mostly activators; actives 0.2% (n = 280,000); AID 1865; note: potency is the fitted concentration of half-maximal effect; % of control where 0% means no effect; nearly all actives have a fitted effect of over 60% in size
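Reporter derepression read as number of fluorescent GFP-positive objects, 20-120 um in size, counted by laser-scanning cytometer. Mouse LDR line with an epigenetically silenced CMV-GFP locus; compound incubation 30 h, 37 C.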
TR SRC2 fluor cs = counter-screen for TRb-SRC2 inhibitors: fluorescence interference | TRb/SRC2 Texas Red total fluorescence interference | Potency, µM (series often up to 106 µM), for the others: at the top dose fluorescence change, negative = quenching | actives 0.29% (n = 280,000); active = well fitted curve in either direction with a large enough effect; inconclusive = small, poorly fitted or top-dose-only effect; note: potency is the fitted concentration of half-maximal effect; % is set by controls: 0 for no effect and ±100 for the full control effect
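Flags fluorescent or light-absorbing compounds by total fluorescence, S + 2P, at 555 nm excitation and 632 nm emission. Mixture: 20 nM Texas Red SRC2 peptide, 0.6 uM human TRb LBD, 1 uM T3, 5% DMSO; compound exposure 5 h at ambient temperature.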
Tau fluor counter = counter-screen for tau fibril formation inhibitors. tau K18 P301L Alexa594 fluorescence, heparin fibrillization. Potency, µM (doses to about 57.7 µM), without a hit: top-dose activity change, negative = decrease. actives 0.93% (n = 280,000). AID 1463; note: potency is the fitted concentration of half-maximal effect; % is set by controls: 0 for no effect and ±100 for the full control effect; nearly all actives have a fitted effect of over 55% in size
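Human tau K18 P301L (15 uM unlabeled, 0.24 uM Alexa 594-labeled) in 100 mM sodium acetate pH 7 with 20 uM heparin, 6 hr at 37 C. ThT 30 uM added, 1 hr ambient; Alexa 594 FP and total fluorescence read at 555/632 nm.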
NPSR antag = neuropeptide S receptor (human) antagonism, cAMP. AID 1461. Q6W5P4. CHO-NPSR cells, cAMP TR-FRET, antagonist mode. actives 1% (n = 220,000). Potency, µM (top dose mostly 38.3 µM), inactives show at the top dose activity change, negative = inhibition, most hits filed as inhibitors; note: potency is the fitted concentration of half-maximal effect; % is set by controls: 0 for no effect and ±100 for the full control effect; nearly all actives have a fitted effect of over 50% in size; many of its hits are not listed in these tables
Target sequence (Q6W5P4 whole entry, looked up): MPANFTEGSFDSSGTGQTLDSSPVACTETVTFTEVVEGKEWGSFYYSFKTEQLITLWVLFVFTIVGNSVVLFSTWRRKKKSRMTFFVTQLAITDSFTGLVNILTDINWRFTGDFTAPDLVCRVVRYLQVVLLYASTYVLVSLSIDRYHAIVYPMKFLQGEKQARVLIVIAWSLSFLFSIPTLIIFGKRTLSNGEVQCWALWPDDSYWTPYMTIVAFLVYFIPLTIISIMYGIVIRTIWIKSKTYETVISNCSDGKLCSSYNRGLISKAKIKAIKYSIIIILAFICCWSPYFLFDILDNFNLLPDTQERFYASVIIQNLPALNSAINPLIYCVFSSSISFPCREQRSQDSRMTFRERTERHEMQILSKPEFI
Tau fibril FP = inhibitors of human tau fibril formation. K18 P301L tau heparin fibrillization, Alexa594 FP, 6 h. Potency, µM (top dose mostly 57.7 µM), without a hit: top-dose activity, negative = inhibition, most hits filed as inhibitors. AID 1468. actives 0.39% (n = 280,000). P10636; note: potency is the fitted concentration of half-maximal effect; % is set by controls: 0 for no effect and ±100 for the full control effect; nearly all actives have a fitted effect of over 55% in size
Target sequence (P10636 561-689 P618L limits assumed): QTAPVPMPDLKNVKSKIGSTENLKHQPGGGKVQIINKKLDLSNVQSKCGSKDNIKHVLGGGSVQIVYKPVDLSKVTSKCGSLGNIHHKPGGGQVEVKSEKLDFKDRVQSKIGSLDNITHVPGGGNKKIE
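Human tau K18 […] P301L fragment, 15 uM unlabeled plus 0.24 uM Alexa 594-labeled tau (final), with compound and 20 uM heparin in 100 mM sodium acetate pH 7; 6 hr at 37 C, then Alexa 594 FP read.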
GLA spleen mod = alpha-galactosidase A (human) modulation; P06280; human spleen homogenate, 4MU-alpha-Gal fluorescence, 40 min; Potency, µM (series often up to 80 µM), without a hit: top-dose activity change, negative = inhibition, usual class: inhibitors; actives 0.008% (n = 240,000); AID 2107;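 note: potency is the fitted concentration of half-maximal effect; 0% = enzyme with vehicle and -100% = no enzyme basal signal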
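Fluorogenic readout (Ex 365/Em 440 nm) of 4-methylumbelliferone released from 1 mM 4-MU-alpha-galactoside by spleen homogenate, 40 min at 37C, pH 5.0. Data normalized to no-enzyme and enzyme controls; Hill-equation AC50 from compound titrations.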
The depositor's hits bear a star; ? = inconclusive; . = not tested or not shown; & = joins results of further samples; [ ] = another dose, or the depositor's remark. Unless noted, calls come from the whole dose curve; as a rule, active = well fitted curve in the direction sought with a large enough effect; inconclusive = small, poorly fitted or top-dose-only effect, or another doubt; inactive = no such curve, though single readings can be large; an effect the other way counts as inactive or inconclusive. A portion of the library, so the mix of outcomes need not match the whole.

Values in the order – Tau fibril FP, GLA spleen mod, TRb SRC2 PPI, Tau fluor counter, CBFb-RUNX1 inh, TR SRC2 fluor cs, NPSR antag, Epigenetic derep
- O=C(NCC1CCCO1)C1CCC(CNS(=O)(=O)c2ccccc2)CC1 (stereo not given)
 : -4%, 4%, -11%, 2%, 7%, -2%, -2%[46.1 µM], 0.1%
- O=C(Cn1ccc2cc(S(=O)(=O)N3CCCCCC3)ccc21)NCCc1ccc(Cl)cc1
 : -8%, ., -4%, -27%, ., -1%, ., 4.0%
- Cn1c(C(=O)NCCN2CCc3ccccc3C2)cc2c(=O)n(C)c3ccccc3c21
 : -3%, 0%, 0%, -6%, -4%, -2%, -15%[46.1 µM], 3.1%
- COc1ccccc1-c1nn(Cc2ccccc2)cc1/C=C/C(=O)O
 : 6%, 14%, 7%, 5%, 11%, -2%, -18%, -3.0%
- S=c1[nH]nc(COc2ccc(Cl)cc2)n1Cc1ccccc1
 : -3%, 1%, -1%, -1%, 1%, -5%, -25%, 1.1%
- Cc1ccc(O)c(-c2cc(C(=O)Nc3ccc(S(=O)(=O)Nc4nccc(C)n4)cc3)[nH]n2)c1
 : -4%, -2%, 4%, -27%, 4%, -9%, -44%, -1.1%
- CN1CCN(c2cc(C(F)(F)F)nc(-c3ccccn3)n2)CC1
 : -4%, -7%, 7%, -5%, 5%, 1%, 5%, 5.6%
- O=C(CCn1nc(-c2ccc(Cl)cc2)c2ccccc2c1=O)NCCN1CCOCC1
 : 10%, 3%, 6%, -2%, 4%, -8%, -10%[46.1 µM], 0.9%
- CCCCC(=O)Nc1cccc(NC(=O)c2cccc([N+](=O)[O-])c2)c1
 : 6%, 2%, 3%, -22%, -1%, 0%, -4%, -5.1%
- CN(/N=C/c1cccs1)c1cc(=O)n(C)c(=O)[nH]1
 : 3%, -5%, -6%, 3%, -14%, 0%, -17%[46.1 µM], -1.2%
- CCOC(=O)c1oc2ccccc2c1CSc1nnnn1-c1ccccc1
 : -2%, 3%, -4%, -19%, 5%, 1%, -24%[46.1 µM], 0.0%
- O=C(CSc1nnc(-c2ccc(NS(=O)(=O)c3ccccc3)cc2)o1)NCC1CCCO1 (stereo not given)
 : -2%, 0%, -2%, -18%, 9%, -2%, -26%[7.67 µM], ?
- CCn1c(SCC(=O)Nc2nc(-c3ccccc3)cs2)nnc1-c1ccccc1
 : -2%, 3%, 4%, -18%, -6%, -3%, -17%[46.1 µM], -0.9%
- Cc1cc(N/C=C/C(=O)c2cccc3ccccc23)no1
 : 1%, -4%, 1%, -12%, -5%, -3%, -11%[46.1 µM], -0.4%
- C#CCSc1nc(Cc2ccc(Cl)cc2)nc2ccccc12
 : -8%, -6%, -6%, -7%, 6%, -1%, -17%[46.1 µM], -1.4%
- O=C(Cc1ccccc1[N+](=O)[O-])Nc1ccc2c(c1)OCCO2
 : 1%, 1%, -3%, -4%, 1%, -3%, -18%[46.1 µM], 1.1%
- O=C1CC(C(=O)NC2CCCCC2)C2(CCCCC2)O1 (stereo not given)
 : 9%, 5%, -5%, -4%, 1%, 0%, -7%, 1.6%
- CCc1cnc2c(c1SCC(=O)N1CCCCC1)c(=O)n(C)c(=O)n2C
 : -5%, ., -8%, 5%, ., 0%, ., 0.8%
- COC(=O)/C=C1/S/C(=N/N=C/c2ccc(N(C)C)cc2)NC1=O
 : 8%, 2%, -2%, -5%, -5%, 0%, 16%, 0.0%
- CCN(CC)c1ccc(CN2CCCCCC2)cc1
 : 3%, -7%, -5%, -8%, -1%, -11%, -10%[46.1 µM], -0.9%
- CC1(C)CSC(=S)N1S(=O)(=O)c1ccccc1
 : -6%, 7%, 5%, -8%, 4%, -2%, -1%[46.1 µM], 5.7%
- CCOc1ccc(CN2C(=O)c3ccccc3Sc3ccc(C(=O)NCCCN4CCOCC4)cc32)cc1
 : 1%, ., 6%, ?, ., -1%, ., 6.0%
- CC(C)(C)C(=O)NC(c1ccc(Cl)cc1)[C@]1(C)C[C@H]1C1CCCCC1 (stereo not given in full)
 : 5%, -4%, -1%, -9%, -7%, -16%, ., -1.3%
- Nc1scn[n+]1Cc1cccc2cccnc12
 : 0%, 4%, 5%, 5%, 5%, -3%, 4%, -1.0%
- Cc1nc2ccccc2n1CC(=O)NN
 : -5%, -5%, 3%, 1%, 3%, 0%, 4%, 1.1%
- Cc1ccc(C(=O)Nc2ncc(Cc3ccc(SC(F)F)cc3)s2)cc1
 : -7%, 5%, -8%, -17%, 4%, 2%, -3%, 0.0%
- CCOC(=O)c1cn(Cc2c(C)c(C)c(C)c(C)c2C)nn1
 : 1%, -1%, 6%, -3%, -3%, -1%, -13%, 14%
- CC(=O)c1ccc(NCC(=O)N2CCN(c3ccccc3)CC2)cc1
 : -3%, -6%, 0%, -15%, -6%, 1%, -19%[46.1 µM], -0.2%
- CN(C)c1ccc2c(O)cc(=O)n(C)c2c1
 : 22µM*, -3%, ?, -27%, 0%, -5%, ?, -1.0%
- O=C(NNS(=O)(=O)c1ccccc1[N+](=O)[O-])c1ccc(F)cc1
 : -6%, -2%, 1%, -8%, 2%, -2%, -9%, 0.0%
- Cc1nc(NCCCO)c(C#N)c2c1COC(C)(C)C2
 : 2%, -4%, -4%, -3%, -12%, -1%, 2%[46.1 µM], -5.3%
- CCCCC(=O)Nc1ccccc1C(=O)OCc1cc(=O)n2nc(C3CCCCC3)sc2n1
 : 2%, ., 8%, 10%, ., -2%, ., -2.4%
- CCCn1c(C)cc(C(=O)COC(=O)c2c(C)nn(-c3ccccc3)c2C)c1C
 : 5%, -2%, 10%, -13%, -8%, -1%, -18%[46.1 µM], 0.7%
- C/C(=N\OCC(=O)Nc1nc2ccccc2s1)c1ccccc1
 : -11%, -3%, 4%, ?, 6%, -3%, -12%, -1.9%
- Cc1cc(CNC(=O)[C@H](C)[C@H]2C[C@]2(C)[C@H](NC(=O)OCc2ccccc2)c2ccccc2)nn1C
 : -14%, -1%, 5%, -7%, -13%, -4%, ., 6.7%
- COc1ccc(NC(=O)Nc2cccc(NC(C)=O)c2)c(OC)c1
 : -2%, -1%, 7%, -25%, 5%, 2%, -21%, 1.1%
- O=[N+]([O-])c1ccc(CSc2nc3ccccc3[nH]2)cc1
 : -6%, 11%, -3%, -20%, -10%, 3%, -13%, 0.0%
- CC(C)OC(=O)Cn1cnc2ccc(Br)cc2c1=O
 : -10%, 0%, -18%, -6%, 2%, -2%, -11%[46.1 µM], -1.6%
- COc1ccc(NC(=S)NCCN2CCOCC2)cc1
 : -3%, 2%, -1%, -3%, 0%, 3%, 7%, 0.0%
- COc1ccc2c(CNC3CCCCCC3)c(C(=O)O)n(Cc3ccc(C)cc3)c2c1
 : 12%, ., 3%, 4%, ., -4%, ., 7.5%
- CCCOc1ccc(C(O)(CCC)CCN2CCCCC2)cc1 (stereo not given)
 : 7%, -2%, -1%, 9%, -1%, 0%, 20%[46.1 µM], -1.0%
- [O-]c1c[n+](-c2ccccc2)no1
 : 4%, -10%, -1%, 4%, 7%, -2%, 18%, -1.0%
- Cc1ccc(S(=O)(=O)N(CC(=O)N2CCC(C)CC2)c2ccccc2)cc1
 : -5%[2.34 µM], 3%, 7%[53 µM], -10%[2.34 µM], -2%, 0%[53 µM], 19%, -0.1%
- CC(C)COC(=O)/C(C#N)=C\c1ccc(-c2ccccc2Cl)o1
 : 5%, ., 1%, -24%, ., -1%, ., -0.8%
- CCC(C(=O)Nc1cc(Cl)ccc1OC)c1ccccc1 (stereo not given)
 : ?, -3%, 2%, -26%, -9%, 1%, ?, -0.9%
- COC(=O)c1c(-c2ccc(OC)c(OC)c2)csc1N
 : 5%, -3%, 3%, -21%, 4%, 7%, -16%[46.1 µM], 1.1%
- COC(=O)c1ccc(CSc2nnc(CS(=O)Cc3ccc(Br)cc3)n2-c2ccccc2)cc1 (stereo not given)
 : -7%, 5%, 0%, -15%, -6%, 4%, -21%, 1.9%
- O=S(=O)(Nc1cc(O)cc2cccnc12)c1ccc(Cl)s1
 : ., 4%, ?, ., ?, -3%, ., .
- COC(=O)C(CC(C)C)NC(=O)C(N)Cc1ccccc1 (stereo not given)
 : -5%, 6%, 1%, 2%, 1%, -2%, 12%[46.1 µM], -1.2%
- Clc1cccc(OCc2nc(-c3ccncc3)n[nH]2)c1
 : -5%, -3%, -2%, -2%, -2%, 0%, 2%, 0.0%
- Cc1cccc(C)c1NC(=O)CSc1nnnn1-c1ccc(C(=O)O)cc1
 : -5%, -14%, 7%, -15%, 8%, 3%, ?, -2.2%
- COc1ccc(C(C)(C)C)cc1NC(=O)Nc1ccc2c(c1)OCO2
 : ?, -1%, 1%, 14µM*[quencher], -24%, 1%, -59%, -1.0%
- CC(=O)Nc1ccc(OC(F)(F)Cl)cc1
 : 1%, -5%, -4%, -1%, 0%, 2%, 7%, -0.7%[10.1 µM]
- COCCn1c(C)cc(C(=O)COC(=O)C23CC4CC(CC(O)(C4)C2)C3)c1C
 : -3%, -6%, -9%, -5%, -1%, 0%, -6%[46.1 µM], -0.2%
- CCOc1ccc2c(c1)c1nnc(SCC(=O)N3CCC(C)CC3)nc1n2C
 : -5%, -13%, 5%, 14%, 0%, -4%, -5%[46.1 µM], 0.0%
- COCCCCCCCCCCCC(=O)O
 : 7%&1%, 9%&7%, -2%&-2%, 5%&-11%, 25%&-3%, -3%&-1%, ., -1.6%&-1.1%
- CCC/C=C1/CCCOC(C(=O)NCc2ccc(S(C)(=O)=O)cc2)(C(F)(F)F)C1 (stereo not given)
 : ., 4%, 8%, ., -6%, -5%, ., .
- CC(C)[C@H](NC(=O)NCCc1ccc(Cl)cc1)C(=O)O
 : -3%, 20%, 3%, -3%, 7%, 1%, 0%[46.1 µM], -4.2%
- CCc1ccccc1NC(=O)C(CC)Sc1nc2cc3c(cc2c(=O)n1Cc1ccco1)OCO3 (stereo not given)
 : -4%, 0%, 0%, 1%, 6%, 0%, 14%[46.1 µM], -0.9%

From PubChem BioAssay
